DDE Tn6 FP inh: inhibitors of Tn6 peptide binding to human fibrin DD(E); P02675; Fibrin DD(E) TRITC-Tn6 fluorescence polarization displacement; inhibition, % at 8.3 µM; 370,000 tested, 0.21% active; AID 720509;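 active means inhibition above a per-campaign cutoff: mean of compounds within control limits plus 3 SD, cut at about 15% in these data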;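 further: 0% = median of all compound wells on the plate and 100% = blocking peptide control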
DDE Tn7 FP inh: DD(E)-Tn7 binding inhibition, primary FP screen; inhibition, % at 8.3 µM; FP displacement of FITC-Tn7 peptide from fibrin DD(E); 0% = median of compound wells per plate; AID 720508; 370,000 tested, 0.13% active;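 active means inhibition above the mean of compounds falling within the control limits plus 3 SD of them, cut at about 14% in these data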;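 further: 0% = plate median of compound wells and 100% = 10 µM Aha-Tn7 peptide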
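system = human fibrin DD(E) protein | quantity = DD(E) 2 µM final | medium = Tris/NaCl/CaCl2 buffer, pH 7.8 | also added = labelled Tn7 tracer, 0.1 µM | compound dosing = single point at 8.3 µM | timing = compound with protein 10 min, then 3 h after probe, room temperature | signal = FP measurement | benchmarks = Aha-Tn7 high control | repeats = one replicate per compound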
SIAE inh: blocks human sialic acid acetylesterase | SIAE FP-Rh probe binding, fluorescence polarization | AID 1053197 | Q9HAT2 | inhibition, % at 9.66 µM | 370,000 tested, 0.69% active;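 active means inhibition above a cutoff: mean of compounds within the control limits plus 3 SD of those, cut at about 17% in these data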;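 further: 0% = plate median of compound wells and 100% = probe without SIAE protein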
TDP2 inh: blocks human TDP2 phosphodiesterase activity. 370,000 tested, 0.34% active. inhibition, % at 12.8 µM. AID 720702. O95551. recombinant TDP2, T5PNP hydrolysis, p-nitrophenol absorbance 415 nm;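 active means inhibition above the mean of all tested compounds plus 3 SD, set per campaign, cut at about 25% in these data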;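 further: 0% = DMSO with enzyme and 100% = buffer with substrate but no TDP2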
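Evaluation: % inhibition relative to enzyme-containing and enzyme-free wells. Material: recombinant human TDP2. Benchmarks: enzyme-free and DMSO wells. Timing: enzyme reaction with compound for 2 h at 37 °C. Compound dosing: 12.8 µM only. Measured by: p-Nitrophenol epi absorbance. Reagent: T5PNP substrate at 5 mM, a TopII-DNA adduct mimic. Replication: single well per compound.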
ADAM10 inh: inhibits human ADAM10; O14672; recombinant ADAM10, EDANS/DABCYL FRET peptide cleavage, 3 h; inhibition, % at 7 µM; 370,000 tested, 0.62% active;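 active means inhibition above a per-campaign cutoff equal to the mean of compounds falling between control-based bounds plus 3 SD, cut at about 20% in these data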;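 further: 0% = DMSO wells while the 100% control is not disclosed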
PLC-beta3 inh: inhibitors of human phospholipase C beta3; AID 720704; 370,000 tested, 0.18% active; Purified PLC-beta3, fluorogenic substrate, fluorescence; inhibition, % at 12.2 µM; in the data active means inhibition above about 11%;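 further: 0% = median of compound wells on plate and 100% = full blocker control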
ADAM17 inh: inhibits human ADAM17. inhibition, % at 6.95 µM. P78536. recombinant ADAM17, EDANS/DABCYL FRET peptide cleavage. 370,000 tested, 0.83% active;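 active means inhibition above the mean of compounds lying between control limits plus 3 SD, set per campaign, cut at about 8.5% in these data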;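 further: 0% = DMSO-only wells as the low control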
ASAP1 inh: ASAP1 ArfGAP inhibition; ASAP1-stimulated ARF1 GTP hydrolysis, GDP FP detection; Q9ULH1; AID 624377; 360,000 tested, 0.19% active; inhibition, % at 16.5 µM; in the data active means inhibition above about 25%;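 further: 0% = vehicle with enzyme and substrate and 100% = no enzyme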
ARFGAP1 inh: inhibits rat ARF GTPase activating protein 1; 360,000 tested, 0.26% active; inhibition, % at 16.5 µM; Arfgap1-stimulated ARF1 GTP hydrolysis, GDP FP detection; AID 651572;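 active means inhibition above a per-plate limit, mean inhibition of low control wells plus 3 SD, cut at about 25% in these data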;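 further: 0% = DMSO wells with enzyme and 100% = wells lacking Arfgap1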
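Repeats: one replicate per compound; assay system: rat Arfgap1 catalytic domain, aa 1-136; times: enzyme reaction 120 min at 25 °C after 20 min preincubation; detection: FP of antibody-bound GDP Alexa 633 tracer, ex 620/em 688 nm; benchmarks: high control wells lacking Arfgap1, low control full reaction with DMSO; reagent: human ARF1(Δ1-17)-GTP substrate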
PLCg1 inh: inhibitors of human phospholipase C gamma1; 370,000 tested, 0.84% active; purified PLC-gamma1, fluorogenic substrate, fluorescence; inhibition, % at 12.2 µM; P19174; in the data active means inhibition above about 9.5%
Target sequence (P19174 whole entry, looked up): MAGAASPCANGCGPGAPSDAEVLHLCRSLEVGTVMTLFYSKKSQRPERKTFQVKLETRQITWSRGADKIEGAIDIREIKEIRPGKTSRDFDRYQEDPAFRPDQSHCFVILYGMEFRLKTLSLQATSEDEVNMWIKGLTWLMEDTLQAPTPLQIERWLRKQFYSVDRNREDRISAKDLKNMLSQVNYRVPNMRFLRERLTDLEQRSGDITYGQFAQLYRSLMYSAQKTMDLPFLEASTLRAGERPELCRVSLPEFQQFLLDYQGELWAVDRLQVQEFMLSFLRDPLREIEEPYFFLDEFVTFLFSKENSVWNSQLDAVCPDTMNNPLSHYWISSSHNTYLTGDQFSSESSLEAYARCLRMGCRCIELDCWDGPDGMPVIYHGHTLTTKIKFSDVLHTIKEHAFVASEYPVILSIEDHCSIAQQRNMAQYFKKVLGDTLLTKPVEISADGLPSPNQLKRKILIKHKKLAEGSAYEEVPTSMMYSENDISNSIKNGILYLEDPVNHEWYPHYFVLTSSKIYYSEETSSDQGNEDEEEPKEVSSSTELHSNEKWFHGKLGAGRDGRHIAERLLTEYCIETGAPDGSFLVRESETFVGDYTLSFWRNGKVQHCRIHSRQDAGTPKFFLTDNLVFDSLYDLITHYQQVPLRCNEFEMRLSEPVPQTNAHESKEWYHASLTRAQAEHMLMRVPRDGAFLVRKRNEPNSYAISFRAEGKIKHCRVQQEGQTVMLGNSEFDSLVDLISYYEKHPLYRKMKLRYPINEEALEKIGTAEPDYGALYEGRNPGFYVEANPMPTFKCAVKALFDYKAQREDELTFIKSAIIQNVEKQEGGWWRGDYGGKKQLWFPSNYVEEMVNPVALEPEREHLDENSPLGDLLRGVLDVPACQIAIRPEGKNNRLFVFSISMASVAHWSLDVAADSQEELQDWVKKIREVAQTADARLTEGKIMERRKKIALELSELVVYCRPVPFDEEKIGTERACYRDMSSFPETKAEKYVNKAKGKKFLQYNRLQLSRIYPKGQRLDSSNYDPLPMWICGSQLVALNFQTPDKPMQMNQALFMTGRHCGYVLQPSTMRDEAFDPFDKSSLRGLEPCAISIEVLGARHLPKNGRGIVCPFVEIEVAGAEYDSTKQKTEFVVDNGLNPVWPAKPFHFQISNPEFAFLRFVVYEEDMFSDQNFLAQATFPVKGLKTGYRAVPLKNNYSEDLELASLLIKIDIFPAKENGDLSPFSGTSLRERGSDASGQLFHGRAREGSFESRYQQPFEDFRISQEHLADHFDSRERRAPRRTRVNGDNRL
* = called active by the depositor.

DDE Tn6 FP inh,DDE Tn7 FP inh,SIAE inh,TDP2 inh,ADAM10 inh,PLC-beta3 inh,ADAM17 inh,ASAP1 inh,ARFGAP1 inh,PLCg1 inh,SMILES
-1.5,0.4,-2.5,-2.9,-1.9,-5.3,-2.0,-7.7,6.7,0.7,CCNC(=O)CN1C(=O)NC(Cc2ccccc2)(Cc2ccccc2)C1=O
-8.0,-7.7,-0.7,2.1,-178.9,-257.8,-62.5,3.1,-5.3,-200.7,CCNC(=O)CN1c2cccc3cccc(c23)S1(=O)=O
0.6,-4.6,0.1,5.7,9.4,0.7,1.2,6.1,-2.3,-4.6,COc1cc2nc(CN(C)Cc3ccc(Cl)cc3)[nH]c(=O)c2cc1OC
0.9,2.3,-3.0,4.4,-369.0,-97.7,-102.1,-5.0,0.0,-80.9,CCCCCNC(=O)C(c1ccncc1)n1c(=O)c(-c2ccccc2)nc2ccccc21 (stereo not drawn)
-4.2,2.0,0.9,-3.2,-0.3,-4.5,-2.2,-4.9,5.2,-2.7,Cc1cc2occ(CC(=O)N(C)CC(=O)Nc3ccccc3C(F)(F)F)c2cc1C
-5.0,-6.5,-0.3,1.3,-94.7,0.9,1.9,-1.4,-9.2,1.0,CC1(C(=O)NCc2ccc(Cl)cc2)CCN1C(=O)Cc1cccs1 (stereo not drawn)
5.5,1.5,0.0,1.9,2.8,-2.3,1.1,-7.5,5.1,-0.3,Nc1ccc(C(=O)N2CCN(S(=O)(=O)c3ccc4c(c3)OCCCO4)CC2)cc1[N+](=O)[O-]
-2.5,-3.7,-0.3,0.5,-26.9,-28.8,-2.0,1.8,8.3,-17.0,CCOC(=O)CC1=C(C(=O)OCC)C(c2ccc(OC)c(OC)c2)C(C#N)=C(N)O1 (stereo not drawn)
-2.8,-2.3,0.9,-9.6,8.7,3.0,4.1,1.6,-10.5,5.6,C#CCN1CC(COc2ccccc2)Oc2cccc(Oc3ccc(SC)c(C)c3)c2S1(=O)=O (stereo not drawn)
-3.5,-8.6,-49.0,16.2,-11.8,-32.8,-1.4,1.9,6.9,-16.1,N#Cc1c(SCC(=O)Nc2nc3ccc(Br)cc3s2)sc2c(O)cc(=O)[nH]c12
-8.9,-0.3,6.5,-7.7,-1.9,-16.4,-0.4,5.0,-0.4,-53.4,O=C1C(NS(=O)(=O)c2ccc(Br)cc2)=C(N2CCCCC2)C(=O)c2ccccc21
3.8,2.3,7.7,0.3,6.9,-11.5,6.3,-3.3,5.6,-1.5,O=C(Nc1ccc(N2CCCC2)cc1)c1cccc(Cl)c1
-0.1,-3.0,3.7,-1.1,6.3,3.7,2.4,-8.8,-4.0,2.7,Nn1c(SCC(=O)NCc2ccccc2)nncc1=O
3.5,-0.7,1.2,3.8,1.6,-1.9,-1.7,-3.9,-1.1,-0.2,CCOc1cc(C2C(C(=O)c3ccccc3)=C(C(=O)OC)Nc3nnnn32)ccc1O (stereo not drawn)
0.3,-0.4,-2.5,-5.8,-2.0,0.8,-3.2,10.7,-5.7,4.4,Cn1nnc2sc3c(c2c1=O)CCCC3
-3.9,-12.0,3.7,-14.8,0.8,-37.5,-0.3,-1.2,-4.7,-26.1,O=C(Oc1c(CN2CCOCC2)cc(Cl)c2cccnc12)c1ccc(F)cc1
-2.2,1.4,3.1,4.9,-2.2,-2.9,-4.7,3.7,2.8,-2.0,CS(=O)c1ccccc1COC(=O)Nc1cccc(Cl)c1 (stereo not drawn)
-2.4,-6.1,-7.6,-12.9,-6.2,-34.0,-1.6,3.1,8.2,-29.5,COc1ccccc1Nc1nc(-c2c(C)[nH]c3ccccc23)cs1
-5.2,-1.5,-2.2,16.1,-0.9,-0.3,-3.7,9.8,5.3,1.4,O=C(CNCc1ccco1)Nc1cccc(S(=O)(=O)N2CCCCC2)c1
3.5,5.8,-1.6,-0.9,2.6,-1.1,0.4,3.8,-18.3,0.6,COc1cc(S(=O)(=O)N2CCN3CCCC3C2)ccc1-n1cnnn1 (stereo not drawn)
4.4,-7.5,2.8,-5.1,-45.3,-7.0,-10.6,6.8,21.5,-5.3,CCOc1cc(CNc2ccc3[nH]c(=O)[nH]c3c2)ccc1OCC(=O)NC(C)(C)C
-5.2,4.1,6.1,1.4,-27.4,-24.5,-4.9,-1.1,5.8,-18.4,O=S(=O)(c1ccc(N2CC=C(c3ccccc3)CC2)nc1)N1CCCC1
-4.5,1.2,2.0,-11.4,-5.4,-9.1,-1.7,-4.6,12.4,1.3,CC1(C)CC(=O)C(N=Nc2ccc(S(=O)(=O)N3CCOCC3)cc2)=C(O)C1
-6.3,1.4,-3.1,2.4,-10.7,-4.9,-2.6,-8.2,-1.4,8.1,CN(CC(=O)Nc1ccc(N2CCOCC2)cc1)CC(=O)Nc1ccc(N2CCOCC2)cc1
3.2,-4.7,-6.3,-4.1,-2.6,3.2,0.0,4.2,-5.3,0.9,COc1ccccc1N(C)S(=O)(=O)c1ccc(C(=O)NC(C)(C)C)cc1

Already shown: 11 of the compounds above.
DDE Tn6 FP inh,DDE Tn7 FP inh,SIAE inh,TDP2 inh,ADAM10 inh,PLC-beta3 inh,ADAM17 inh,ASAP1 inh,ARFGAP1 inh,PLCg1 inh,SMILES
0.3,-0.4,-2.5,-5.8,-2.0,0.8,-3.2,10.7,-5.7,4.4,Cn1nnc2sc3c(c2c1=O)CCCC3
-3.9,-12.0,3.7,-14.8,0.8,-37.5,-0.3,-1.2,-4.7,-26.1,O=C(Oc1c(CN2CCOCC2)cc(Cl)c2cccnc12)c1ccc(F)cc1
-2.2,1.4,3.1,4.9,-2.2,-2.9,-4.7,3.7,2.8,-2.0,CS(=O)c1ccccc1COC(=O)Nc1cccc(Cl)c1 (stereo not drawn)
-2.4,-6.1,-7.6,-12.9,-6.2,-34.0,-1.6,3.1,8.2,-29.5,COc1ccccc1Nc1nc(-c2c(C)[nH]c3ccccc23)cs1
-5.2,-1.5,-2.2,16.1,-0.9,-0.3,-3.7,9.8,5.3,1.4,O=C(CNCc1ccco1)Nc1cccc(S(=O)(=O)N2CCCCC2)c1
3.5,5.8,-1.6,-0.9,2.6,-1.1,0.4,3.8,-18.3,0.6,COc1cc(S(=O)(=O)N2CCN3CCCC3C2)ccc1-n1cnnn1 (stereo not drawn)
4.4,-7.5,2.8,-5.1,-45.3,-7.0,-10.6,6.8,21.5,-5.3,CCOc1cc(CNc2ccc3[nH]c(=O)[nH]c3c2)ccc1OCC(=O)NC(C)(C)C
-5.2,4.1,6.1,1.4,-27.4,-24.5,-4.9,-1.1,5.8,-18.4,O=S(=O)(c1ccc(N2CC=C(c3ccccc3)CC2)nc1)N1CCCC1
-4.5,1.2,2.0,-11.4,-5.4,-9.1,-1.7,-4.6,12.4,1.3,CC1(C)CC(=O)C(N=Nc2ccc(S(=O)(=O)N3CCOCC3)cc2)=C(O)C1
-6.3,1.4,-3.1,2.4,-10.7,-4.9,-2.6,-8.2,-1.4,8.1,CN(CC(=O)Nc1ccc(N2CCOCC2)cc1)CC(=O)Nc1ccc(N2CCOCC2)cc1
3.2,-4.7,-6.3,-4.1,-2.6,3.2,0.0,4.2,-5.3,0.9,COc1ccccc1N(C)S(=O)(=O)c1ccc(C(=O)NC(C)(C)C)cc1

Later entries:
DDE Tn6 FP inh,DDE Tn7 FP inh,SIAE inh,TDP2 inh,ADAM10 inh,PLC-beta3 inh,ADAM17 inh,ASAP1 inh,ARFGAP1 inh,PLCg1 inh,SMILES
3.6,2.3,4.3,3.4,3.0,2.8,-2.9,-7.9,-10.8,-1.1,CCOC(=O)CSc1nnc([C@@H](NC(=O)OC(C)(C)C)C(C)C)o1
-4.2,6.4,2.7,-8.2,-1.4,-0.3,-3.1,3.5,5.0,1.0,CCOC(=O)c1ccc(NC(=S)N(CCCN2CCN(C)CC2)Cc2cccs2)cc1
7.4,2.2,-1.7,2.1,-5.1,-9.6,-4.1,10.2,-0.9,2.5,Cc1c(C(=O)NCc2ccccn2)oc2c(Cl)cccc12
-4.4,-1.3,2.9,1.6,-0.6,-1.3,-1.1,8.3,0.5,0.1,O=C(O)c1sccc1Oc1ccc(F)cc1[N+](=O)[O-]
0.8,0.6,5.7,-4.2,8.6,4.7,-0.7,2.5,-6.4,2.9,CS(=O)(=O)N1CCc2cc(C(=O)Nc3ccccc3Cl)ccc21
-1.4,-6.5,3.9,4.6,-340.0,-17.3,-95.7,-6.3,7.7,-22.1,O=C(COC(=O)CCCN1C(=O)c2cccc3cccc(c23)C1=O)NC1CCS(=O)(=O)C1 (stereo not drawn)
1.0,-2.1,-0.2,3.2,-24.6,-18.1,-8.2,1.8,4.3,-11.9,COc1ccc(-c2nc3c(Cl)cc(C(F)(F)F)cn3c2Cc2ccsc2)cc1OC
-4.5,-1.6,-9.4,2.9,-14.2,-4.9,-8.1,-4.4,7.3,0.0,CCN(CC(=O)Nc1ccc(NC(C)=O)cc1)C(=O)c1cccc(N2C(=O)c3ccccc3C2=O)c1
-0.6,-2.3,8.4,-6.2,3.4,1.9,2.6,-7.2,3.4,0.0,CCC(CC)NC(=O)c1cc2c(C)nn(Cc3ccccc3Cl)c2s1
0.7,8.9,-2.2,3.4,-1.7,-7.5,-3.6,-7.0,1.1,1.6,CC(=O)NS(=O)(=O)c1ccc(NC(=O)c2ccc3c(c2)OCO3)cc1
-2.1,0.9,4.8,5.7,-0.7,-0.7,1.6,3.0,13.5,1.7,CC1(C)CC(=O)C(Br)=C(O)C1
7.8,-7.6,-3.2,2.8,-5.4,-1.4,-5.0,-8.6,-1.0,-4.5,N#Cc1ccccc1OCC(=O)OCC(=O)NC1CC1
2.0,-8.7,-1.3,-2.6,-11.8,-4.8,-0.4,-6.2,4.5,2.4,COc1cc(C(=O)NNC(=O)c2cccn2C)cc(OC)c1OC
2.7,1.3,15.0,-4.0,-4.4,4.8,-3.1,6.5,-3.5,2.8,CCOC(=O)C(NCc1ccco1)(NC(=O)c1ccccc1)C(F)(F)F (stereo not drawn)
-2.8,6.6,-0.1,-12.0,8.6,5.1,-0.6,7.9,-7.4,6.2,CC(=O)c1cc(C(=O)Nc2ccc(C(=O)O)cc2)oc1C
